# Screens (PubChem BioAssay)
# mcGAS inh = inhibitors of mouse cGAS. recombinant cGAS, Kinase-Glo ATP depletion luminescence. inhibition, % at 12.5 µM. hit rate 0.15% among 160,000;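 further: 0% = negative control wells and 100% = reference inhibitor with no enzyme activity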
# hcGAS inh = inhibitors of human cGAS | Q8N884 | recombinant h-cGAS, ATP depletion, Kinase-Glo luminescence | inhibition, % at 12.5 µM | hit rate 0.081% among 290,000 | AID 1259398;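 further: 0% = vehicle reaction and 100% = reaction without DNA for no activity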
# Target sequence (Q8N884 whole entry, looked up): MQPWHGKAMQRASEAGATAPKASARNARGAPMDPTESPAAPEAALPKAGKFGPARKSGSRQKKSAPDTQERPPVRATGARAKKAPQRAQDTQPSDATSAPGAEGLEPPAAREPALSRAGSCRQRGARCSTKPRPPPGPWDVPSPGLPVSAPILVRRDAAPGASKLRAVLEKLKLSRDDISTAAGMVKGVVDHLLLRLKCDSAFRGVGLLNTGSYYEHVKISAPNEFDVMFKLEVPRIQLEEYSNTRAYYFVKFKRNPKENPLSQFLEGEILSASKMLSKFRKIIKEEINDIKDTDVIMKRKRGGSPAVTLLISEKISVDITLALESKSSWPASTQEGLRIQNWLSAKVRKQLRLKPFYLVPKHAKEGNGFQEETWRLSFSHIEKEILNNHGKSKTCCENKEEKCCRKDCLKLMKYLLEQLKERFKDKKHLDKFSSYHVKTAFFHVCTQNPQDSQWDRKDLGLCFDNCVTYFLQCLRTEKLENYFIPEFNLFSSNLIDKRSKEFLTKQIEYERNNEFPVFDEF
# NPYLR7 ag = mosquito NPYLR7 agonism. activation, % at 10 µM. HEK293T NPYLR7/Galpha15, GCaMP6s calcium fluorescence. hit rate 0.15% among 270,000; in the data active means activation above about 40%;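 further: 0% = vehicle and 100% = reference agonist at the receptor; some compounds past the cut are filed as inactive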
# * hit, by the source's call; . = no result given; & = joins results of further samples. Unless noted, no stated cut-off is given here; in the data, active means inhibition above about 40%; inactive means the rest. An unsorted share of the library. About 0.29% of those tested had a hit in this group.
SMILES,mcGAS inh,hcGAS inh,NPYLR7 ag
CC1CN(C(=O)NCC(C)(C)c2ccccc2)CC(C)O1 (stereo not drawn),-0.9,0.6,-1.9
CNS(=O)(=O)c1ccc(Cl)c(C(=O)N2CCCCC2C)c1 (stereo not drawn),.,-6.2,2.4
C=CCn1c(C)c(C)n2c3c(=O)n(CC(N)=O)c(=O)n(C)c3nc12,-1.2,-7.7,3.9
Cc1nc(-c2ccccc2)nc(N2CCN(C(=O)NC(C)C)CC2)c1Cc1c(F)cccc1Cl,-7.7,-3.2,5.1
CC1CN(C(C)CNC(=O)CCN2C(=O)CCC2=O)CC(C)O1 (stereo not drawn),.,-2.8,-1.4
CCOc1ccc2ccccc2c1C(=O)Oc1coc(CSc2nc(C)cs2)cc1=O,-7.6,-10.8,-1.7
O=C(Nc1nc2ccc(Cl)cc2s1)c1ccc(Br)s1,.,-7.2,4.8
CC(=O)NCC(=O)N1Cc2cnc(CC(C)C)nc2C1,.,-3.2,4.2
O=C(CNCC1(c2ccccc2)CCOCC1)Nc1cnccn1,-13.2,-5.2,19.6
Cc1noc(C)c1CC(=O)N(CC(C)C)C1CCS(=O)(=O)C1 (stereo not drawn),-1.3,-0.1,1.2
CCc1c(C)c(C(=O)NC2CC2)n(Cc2c(F)cccc2F)c1C,-7.6,-4.9,-4.9
CCN(c1ccccc1)S(=O)(=O)c1ccc(C(=O)Nc2sccc2C(=O)NN(C)C)cc1,-7.0,-12.2,-4.2
CCN(CC)CCN(C(=O)CCS(=O)(=O)c1ccccc1)c1nc2c(F)cc(F)cc2s1,1.7,0.0,-6.4
O=C1CC(C(=O)N2CCn3nc(C(=O)NC4CC4)cc3C2)c2ccccc2N1 (stereo not drawn),.,-10.2,19.2
CCOC(=O)c1c(N=CC2=C(O)CC(C)(C)CC2=O)sc2c1CCCC2,-8.1,-7.5,9.8
O=c1c(Cl)c(Cl)cnn1-c1ccc(S(=O)(=O)O)cc1,.,-5.3,6.4
O=C(COc1ccc(F)cc1)OCc1cc(-c2ccc(F)cc2F)on1,.,-6.8,0.0
COCc1nc(CC#N)nc(N2CCN(C(=O)N(C)C)CC2)c1Cc1ccccc1F,-4.9,-1.7,14.7
O=C(/C=C/c1ccccc1)Nn1cnc2c(cnn2-c2ccccc2)c1=O,.,-15.0,1.9
c1ccc2[nH]c(SCc3cn4ccsc4n3)nc2c1,.,-3.5&-4.6,1.7&1.1
O=C(CSc1ccccn1)N1CCc2c(c(C(=O)N3CCOCC3)nn2CCc2ccccc2)C1,-12.1,-2.5,2.7
Cc1nccn1CCc1nc(CC(C)C)nn1-c1cccc2cccnc12,-11.6,-8.2,35.3
CCc1ccc(C(=O)Nc2c(-c3cc(C)cc(C)c3)nc3cc(C)ccn23)cc1,-7.7,-9.8,-9.0
O=C(CNc1ccc(Br)cc1)c1ccc(Br)s1,.,1.7,-1.6
CCOC(=O)CC1CCCCN1C(=O)c1cc(COc2ccc(OC)cc2Cl)on1 (stereo not drawn),.,-9.2,-0.2

# Compound profiles, as listed above. Order of values: mcGAS inh | hcGAS inh | NPYLR7 ag
# CCOC(=O)CC1CCCCN1C(=O)c1cc(COc2ccc(OC)cc2Cl)on1 (stereo not drawn) is listed as . | -9.2 | -0.2
# COCc1nc(CC#N)nc(N2CCN(C(=O)N(C)C)CC2)c1Cc1ccccc1F is listed as -4.9 | -1.7 | 14.7
# CCOc1ccc2ccccc2c1C(=O)Oc1coc(CSc2nc(C)cs2)cc1=O is listed as -7.6 | -10.8 | -1.7

# By substructure, the compounds so far containing a thiophene ring, fused or not.
SMILES,mcGAS inh,hcGAS inh,NPYLR7 ag
O=C(Nc1nc2ccc(Cl)cc2s1)c1ccc(Br)s1,.,-7.2,4.8
CCN(c1ccccc1)S(=O)(=O)c1ccc(C(=O)Nc2sccc2C(=O)NN(C)C)cc1,-7.0,-12.2,-4.2
CCOC(=O)c1c(N=CC2=C(O)CC(C)(C)CC2=O)sc2c1CCCC2,-8.1,-7.5,9.8
O=C(CNc1ccc(Br)cc1)c1ccc(Br)s1,.,1.7,-1.6

# Further entries:
SMILES,mcGAS inh,hcGAS inh,NPYLR7 ag
O=C1C2C3C=CC(C3)C2C(=O)N1c1ccc(Cc2ccc(N3C(=O)C4C5C=CC(C5)C4C3=O)cc2)cc1 (stereo not drawn),-5.9,-5.2,-2.7
O=C(NC1CCc2[nH]c3c(Cl)cccc3c2C1)C1CCCO1 (stereo not drawn),-5.4,-2.3,27.3
O=C(NCc1ccccc1)c1cc(C2COCCN2C(=O)c2ccc3ccccc3c2)on1 (stereo not drawn),-8.7,-2.5,0.0
O=C(CCNC(=O)c1ccoc1)NCc1cccnc1OC1CCCC1,.,-1.3,8.8
COc1ccc(CC(=O)N2CCN(c3ccc(NCc4ccccc4)nn3)CC2)cc1,-7.2,-3.7,0.4
O=C(O)CN1C(=O)/C(=C/c2ccccc2OCc2ccc([N+](=O)[O-])cc2)SC1=S,-2.4,-5.5,-12.4
NC(=O)N=Nc1c(O)[nH]c2ccc([N+](=O)[O-])cc12,-3.1,-1.7,-0.6
COc1ccccc1-c1nc2cc(C)ccn2c1NC(C)(C)CC(C)(C)C,-8.9&-3.6,-7.9&-2.4,-4.8
Cc1ccsc1-c1nc(CN(C)CC2(CO)CCOCC2)c(C)o1,.,-4.5,17.4
COC(=O)C(Cc1ccccc1)NC(=O)c1cccnc1Nc1cccc(C)c1C (stereo not drawn),-4.2,-8.1,-15.4
O=c1c(CN(CCc2ccccc2)Cc2ccccc2)coc2c(Cl)cc(Cl)cc12,.,-8.9,12.3
CN(c1ccccc1F)S(=O)(=O)c1ccc(F)c(C(=O)O)c1,.,-11.0,6.4
CCCn1c(C)c(C)n2c3c(=O)n(CC)c(=O)n(C)c3nc12,.,-7.7,14.4
Cc1cnc(C(=O)NCCc2ccc(S(=O)(=O)NC(=O)NC3CCCCC3)cc2)cn1,-4.4&-1.7,-4.4&1.3&0.8,-0.2&-0.4&-5.3
N#Cc1c(N)n(-c2ccc(Cl)cc2)c2nc3ccccc3nc12,-1.6&0.1,0.3&-1.2,-1.2&0.2
O=C(O)Cc1c[nH]c2ccc(O)cc12,-0.3,4.0,-6.8
CCn1c(C2CCN(C(=O)COCC3CCCCO3)CC2)nn(C)c1=O (stereo not drawn),-1.2,-2.6,3.4
COCCCn1c(C(=O)NCC(=O)c2ccccc2)cc2c(=O)n(C)c(=O)n(C)c21,-7.1,-5.2,-0.4
COc1cc(/C=C/c2nc3ccccc3o2)cc(Cl)c1O,-12.6,-2.7,334.1*
COc1ccc(CCN2C(=O)CC(C(=O)O)SC2=Nc2ccc(F)cc2)cc1OC (stereo not drawn),-3.9,-5.1,2.3
O=C(C1CCN(S(=O)(=O)c2ccccc2F)CC1)N1CCCC1c1ccccc1 (stereo not drawn),-4.2,-1.4,-1.4
CC1(C)OC(=O)C(=CNc2ccc(S(=O)(=O)NC(N)=O)cc2)C(=O)O1,-7.2,-5.6,8.9
O=C(NCc1cccnc1)c1csc(CSc2nnc(-c3ccco3)n2-c2ccccc2F)n1,1.0,4.6,0.3
CCN(CCOC)c1ccc(N=Nc2ccc([N+](=O)[O-])cc2S(=O)(=O)C(F)F)cc1,-23.0,-42.9,-6.5
COc1cc(COc2cccc3ccc(N4CCCC4)nc23)cc(OC)c1,-9.4,-6.2,6.6

# Results in NPYLR7 ag (3 entries from above):
Compound	NPYLR7 ag
CCCn1c(C)c(C)n2c3c(=O)n(CC)c(=O)n(C)c3nc12	14.4
O=C(CCNC(=O)c1ccoc1)NCc1cccnc1OC1CCCC1	8.8
Cc1ccsc1-c1nc(CN(C)CC2(CO)CCOCC2)c(C)o1	17.4

# The list continues:
SMILES,mcGAS inh,hcGAS inh,NPYLR7 ag
CC(NCc1ccccc1Cn1cccn1)C(=O)NC1CCCC1 (stereo not drawn),-12.5,-4.7,2.0
O[C@H](CNC[C@@H](O)[C@H]1CCc2cc(F)ccc2O1)[C@@H]1CCc2cc(F)ccc2O1,.,2.8,-20.3
CC1C(=O)N(c2ccc3c(c2)OCO3)CCN1Cc1c(F)cccc1F (stereo not drawn),.,-0.9,8.2
CCOc1ncccc1C(=O)N1CCOC(COc2ccccc2OC)C1 (stereo not drawn),-3.9,-2.4,-2.1
Cc1cc(C)c2c(c1)N(C(=O)C(=O)NCCc1ccccn1)CCC2,-15.5,-4.1,19.2
CN1CCN(c2ncccc2CNC(=O)Cc2ccccc2O)CC1,0.1,-2.9,.
Cc1cc(C)n(-c2ccccc2CNC(=O)c2cc[nH]c2C)n1,-15.5,-14.2,2.5
Cn1c(=O)[nH]c(=O)c2c1nc(N1CCOCC1)n2CCCc1ccccc1,-5.1,-3.6,3.6
CC1CC(C)CN(CC2CCN(C(=O)NCC3CCCO3)CC2)C1 (stereo not drawn),-5.9,-9.9,.
COc1cc(C)c(S(=O)(=O)Nc2c(F)cccc2F)cc1OC,.,1.1,4.5
COc1ccc(OC)c(C2C(=C(O)c3ccc(C)cc3)C(=O)C(=O)N2CCN2CCOCC2)c1 (stereo not drawn),-5.5,-4.6,2.6
COc1ccc(-c2nn(-c3ccccc3C)cc2CNCc2csc(C(C)C)n2)cc1F,-13.3,0.4,-6.2
COc1ccc(-c2nccc(CCC(F)(F)F)n2)cn1,.,3.9,-1.8
COCc1cc(N2CCN(c3ccc(OC)cc3)CC2)nc(SCc2ccc(C(=O)O)o2)n1,-4.9,-2.8,11.5
COc1ccc2cc([C@H](C)CO)ccc2c1,.,-0.8,-16.5
CCOc1cc(S(=O)(=O)n2ccc(C)n2)ccc1F,-8.6,-22.4,12.2
CC(C)(C(=O)NCC1CCN(Cc2cccnc2)C1)c1ccccc1 (stereo not drawn),-9.1,-7.6,3.5
O=C(CN1C(=O)C2C3CC(C(Br)C3Br)C2C1=O)OC1CCCCC1 (stereo not drawn),-2.2,-14.0,15.9
O=C(NCCN1CCN(c2nc(Cc3ccc(F)cc3)ns2)CC1)Nc1cc(C(F)(F)F)cc(C(F)(F)F)c1,-6.2,-12.0,.
CC(C)(C)n1nc2c(c1NC(=O)c1ccc(-c3ccccc3)cc1)CSC2,-5.8,-4.4,-3.1
CCc1cccc(NC(=O)c2cc(-c3cccc(OC)c3)nc3ccccc23)c1,-6.4,-7.3,0.0
O=C(CCN(Cc1ccco1)c1nc(-c2cccc(Br)c2)nc2ccccc12)NC1CC1,-2.3,3.1,-3.2
CC(C)c1ccc(CN2CCCC3(CCN(C(=O)c4cc(=O)n(C)c(=O)n4C)C3)C2)cc1 (stereo not drawn),.,-8.0,19.3
CCN1CCCC1CNC(=O)CCC1CCN(Cc2cccc(C(F)(F)F)c2)CC1 (stereo not drawn),.,-13.0,7.3
